Cardio protect = myocardial damage modulation in H9c2 cells; AID 588492; 360,000 compounds, 0.63% hits; protection from H2O2 cell death, % at 20 µM; H9c2 cardiomyocytes, H2O2 injury protection, ATPLite, 2 h;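 active = compounds giving at least 50% protection of heart cells from peroxide-induced death in the single-dose screen, raw or plate-pattern-corrected value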;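 also: 0% = DMSO wells with peroxide and 100% = DMSO wells without peroxide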
Vif inh = blocks HIV Vif function; 340,000 compounds, 0.35% hits; HEK293T cells, Vif self-association by quenched fluorescence, imaging, 24 h; inhibition, % at 7.49 µM; in the data active = inhibition above about 50%, passing the limit was not always enough; also: some results filed as inactive read as strong as hits
hiPSC survival = hiPSC single-cell survival enhancement | ATPlite luminescence; 100% = ROCK inhibitor wells, 0% = DMSO | survival enhancement, % at 20 µM | 360,000 compounds, 0.044% hits | AID 602274; in the data active = survival enhancement above about 18%;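 also: cells exposed to compounds for 16 hours before the ATP read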
CaV13 FRET inh = Disruptors of the CACNA1D IQ motif to Ca2+-dependent inactivation inhibitor domain association, primary screening, Förster resonance energy transfer in intact living …; HEK cells, CFP/YFP FRET ICDI-IQ, plate reader, 10 min; percent FRET-ratio fall versus neutral wells; inhibition, % at 12.3 µM; 340,000 compounds, 0.098% hits; AID 743397;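 active = mean replicate inhibition of at least 30% and at least 1% of replicates passing that level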;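 also: 0% = median of the neutral control wells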
N-glyco inh = blocks N-linked glycosylation in D54 reporter cells; D54 ERlucT glycosylation luciferase reporter, 24 h; percent of 100 nM tunicamycin response; reporter increase, % at 12.5 µM; 360,000 compounds, 0.23% hits; AID 588692;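 active = mean luciferase reporter signal, scaled so untreated is 0 and the glycosylation-blocking control 100, at or above a set limit in every replicate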;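 also: luciferase carries N-glycosylation sites so blocking glycosylation raises the light; 0% = median of neutral control wells and 100% = median of 100 nM tunicamycin wells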
aDG glyco up = alpha-DG glycosylation activation; Pro5-aDG cells, alpha-DG glycosylation AlphaScreen (IIH6); 0% Pro5, 100% B10-LARGE cell signal; 360,000 compounds, 0.22% hits; AID 624168; activation, % at 10 µM;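 active = activation of at least 8% versus controls, or a plate z-score of at least 8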;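 also: Pro5 are CHO cells carrying HIG-tagged alpha-DG that lacks glycosylation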
HTR2A ag = agonists of mouse serotonin 5-HT2A receptor (HTR2A); activation, % at 7.6 µM; 360,000 compounds, 0.66% hits; CHO-K1 mHTR2A beta-arrestin complementation, luminescence; percent of 30 µM serotonin response; P35363;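 active = activation above a run cutoff, the mean activation of all tested compounds plus 3 SD, cut at about 14% in these data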;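 also: 0% = plate median of compound wells and 100% = 30 µM serotonin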
Granule exo inh = blocks lytic granule exocytosis. TALL-104 LAMP-1 surface exposure, flow cytometry; cells stimulated with thapsigargin and PMA. inhibition, % at 10 µM. 360,000 compounds, 0.66% hits;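 active = inhibition above about 55%, limit read from the data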
PDI turbidity = blocks human protein disulfide isomerase activity; 350,000 compounds, 0.052% hits; P07237; PDI insulin aggregation turbidity, A650, 90 min; inhibition, % at 10 µM;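 active = mean inhibition across replicates of 30% or more, whatever share of single replicates reach that level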;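 also: absorbance from insulin aggregation driven by PDI reduction with DTT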
ABCB6 inh 2 = blocks the human ABCB6 transporter; K562-ABCB6 porphyrin accumulation, flow cytometry, 1 h; hits give low values; fluorescence ratio to DMSO, % at 10 µM; 360,000 compounds, 0.19% hits; AID 602162;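 active = fluorescence ratio to DMSO below 75%, the collection mean minus 3 SD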;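 also: signal is porphyrin accumulated inside mitochondria; 100% equals median channel fluorescence of DMSO control wells; lower ratio means ABCB6 inhibition with less porphyrin fluorescence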
Target sequence (Q9NP58 whole entry, looked up): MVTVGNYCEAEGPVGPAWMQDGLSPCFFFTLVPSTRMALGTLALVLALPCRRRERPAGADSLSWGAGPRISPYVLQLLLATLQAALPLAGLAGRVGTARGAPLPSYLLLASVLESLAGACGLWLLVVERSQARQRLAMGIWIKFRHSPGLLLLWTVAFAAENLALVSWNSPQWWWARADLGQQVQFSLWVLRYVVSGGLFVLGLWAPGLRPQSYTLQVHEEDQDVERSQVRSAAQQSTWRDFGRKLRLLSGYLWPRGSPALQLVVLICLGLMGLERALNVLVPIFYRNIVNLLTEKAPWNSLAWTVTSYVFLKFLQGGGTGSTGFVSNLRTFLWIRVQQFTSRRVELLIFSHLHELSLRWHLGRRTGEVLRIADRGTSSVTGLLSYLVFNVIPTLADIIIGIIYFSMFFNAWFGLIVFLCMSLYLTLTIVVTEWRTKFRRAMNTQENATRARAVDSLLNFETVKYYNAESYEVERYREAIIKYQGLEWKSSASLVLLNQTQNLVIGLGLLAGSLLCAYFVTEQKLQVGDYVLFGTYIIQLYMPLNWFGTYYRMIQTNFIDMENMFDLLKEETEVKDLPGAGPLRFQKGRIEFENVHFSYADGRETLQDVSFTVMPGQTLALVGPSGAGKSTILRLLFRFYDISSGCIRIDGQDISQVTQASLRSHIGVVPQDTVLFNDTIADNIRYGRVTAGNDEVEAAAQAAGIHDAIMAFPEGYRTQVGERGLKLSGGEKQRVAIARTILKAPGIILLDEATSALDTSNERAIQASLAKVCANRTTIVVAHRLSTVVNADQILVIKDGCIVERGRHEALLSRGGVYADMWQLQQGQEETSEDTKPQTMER
The depositor's hits bear a star; · = not tested or not shown.

The first 10 compounds, to show the layout:
Screens in order: Cardio protect	Vif inh	hiPSC survival	CaV13 FRET inh	N-glyco inh	aDG glyco up	HTR2A ag	Granule exo inh	PDI turbidity	ABCB6 inh 2
- O=S(=O)(c1ccccc1F)N1CCN(c2nc3ccccc3s2)CC1
  0	5	0.1	5	0	-0.2	-1	2	10	101
- CCOC(=O)c1cc(CC)sc1NC(=O)CC1Sc2ccc(C(F)(F)F)cc2NC1=O (configuration not stated)
  -13	-1	1.3	-4	3	0.0	-2	-1	-1	92
- COc1ccc(-c2nn(-c3ccccc3F)cc2CNCCn2nc(C)cc2C)cc1
  -1	-4	-1.5	-15	-5	0.3	-6	6	5	101
- CC(C1CC1)N(C(=O)NC1CCS(=O)(=O)C1)c1ccccc1 (configuration not stated)
  -3	-15	0.7	-5	0	0.2	1	1	23	104
- Cc1cc(Cl)ccc1C(=O)C1CCCN(C(=O)c2nonc2C)C1 (configuration not stated)
  0	-4	-0.3	-2	-3	0.5	0	-2	9	98
- Cc1cccc(N/C(=N/S(=O)(=O)c2ccccc2)c2ccccc2)n1
  -2	-7	-0.5	·	-1	0.1	3	5	7	96
- CSc1nc(Oc2ccc3ccccc3c2)c2ccccc2n1
  -27	-15	4.7	·	0	0.2	2	0	-1	84
- Cc1occc1C(=O)Nc1ccc(Br)cc1F
  -2	-5	3.7	-5	0	-0.1	-4	2	-6	91
- CN(C)/C=N/c1ncc(C(=O)OC(C)(C)C)s1
  -8	9	-0.7	3	1	-0.2	2	1	-2	93
- COc1ccc(Oc2cnc3ccccc3n2)cc1
  0	4	4.8	0	-9	-0.3	1	1	4	95

This part in full, from the start:
Screens in order: Cardio protect	Vif inh	hiPSC survival	CaV13 FRET inh	N-glyco inh	aDG glyco up	HTR2A ag	Granule exo inh	PDI turbidity	ABCB6 inh 2
- O=S(=O)(c1ccccc1F)N1CCN(c2nc3ccccc3s2)CC1
  0	5	0.1	5	0	-0.2	-1	2	10	101
- CCOC(=O)c1cc(CC)sc1NC(=O)CC1Sc2ccc(C(F)(F)F)cc2NC1=O (configuration not stated)
  -13	-1	1.3	-4	3	0.0	-2	-1	-1	92
- COc1ccc(-c2nn(-c3ccccc3F)cc2CNCCn2nc(C)cc2C)cc1
  -1	-4	-1.5	-15	-5	0.3	-6	6	5	101
- CC(C1CC1)N(C(=O)NC1CCS(=O)(=O)C1)c1ccccc1 (configuration not stated)
  -3	-15	0.7	-5	0	0.2	1	1	23	104
- Cc1cc(Cl)ccc1C(=O)C1CCCN(C(=O)c2nonc2C)C1 (configuration not stated)
  0	-4	-0.3	-2	-3	0.5	0	-2	9	98
- Cc1cccc(N/C(=N/S(=O)(=O)c2ccccc2)c2ccccc2)n1
  -2	-7	-0.5	·	-1	0.1	3	5	7	96
- CSc1nc(Oc2ccc3ccccc3c2)c2ccccc2n1
  -27	-15	4.7	·	0	0.2	2	0	-1	84
- Cc1occc1C(=O)Nc1ccc(Br)cc1F
  -2	-5	3.7	-5	0	-0.1	-4	2	-6	91
- CN(C)/C=N/c1ncc(C(=O)OC(C)(C)C)s1
  -8	9	-0.7	3	1	-0.2	2	1	-2	93
- COc1ccc(Oc2cnc3ccccc3n2)cc1
  0	4	4.8	0	-9	-0.3	1	1	4	95
- NS(=O)(=O)c1cc(C(=O)N2CCNC(=O)C2)ccc1Cl
  -2	23	-0.3	-3	1	-0.2	10	-9	-11	94
- COc1ccccc1CNC(=O)c1cc(-c2ccccc2)n(Cc2cc(C)no2)n1
  0	7	2.6	-10	0	0.4	2	-4	-1	95
- Cc1cc(C(=O)NC(=S)Nc2cccc(C(=O)O)c2C)ccc1[N+](=O)[O-]
  2	3	0.0	-2	5	0.6	-3	22	-3	101
- Cc1cccc(CNC(=O)C2CCC(=O)N(C3CC3)C2)c1 (configuration not stated)
  2	10	-0.5	-6	3	0.1	2	-4	7	96
- CCCCNC(=O)C[C@@H]1C[C@@]2(C(=O)OCC)CCC=C2N(CCC2=CCCCC2)C1=O
  ·	·	0.1	-3	·	0.0	5	-2	·	89
- CCCN1C(=O)C2(C(C(=O)c3ccc(C)o3)=C(O)C(=O)N2CCCN2CCOCC2)c2ccccc21 (configuration not stated)
  6	·	0.7	-7	3	0.0	6	1	-6	102
- CCOC(=O)N1CCN(S(=O)(=O)c2cc(Cl)ccc2Cl)CC1
  -10	15	-1.6	·	-2	-0.1	-5	0	12	99
- CC(C)c1ccccc1NC(=S)NC(=O)C1CCCCC1
  -13	-4	-0.4	-5	-3	0.4	3	2	-9	96
- C=CCn1c(=O)c(C(=O)NCc2ccc(Cl)cc2)c(O)c2ccccc21
  43	9	-0.1	-6	0	0.2	6	3	-10	94
- O=C(CCN1CCCC1=O)NC1CCCc2c1cnn2-c1ccc(F)cc1F (configuration not stated)
  -2	-11	-0.1	-2	1	-0.2	1	1	-6	91
- CCN(CC)S(=O)(=O)c1ccc(N2CCOCC2)c(NC(=O)c2ccc(OC)c([N+](=O)[O-])c2)c1
  11	4	-0.7	-2	-3	-0.3	-2	-3	-1	105
- Cc1ccc(C(=O)N/N=C\c2ccc(-c3ccc([N+](=O)[O-])cc3)o2)cn1
  12	-12	0.0	-6	0	0.0	3	5	-5	97
- Cc1ccc(Cl)cc1Nc1nc(-c2cccnc2)cs1
  2	4	0.4	-5	-1	0.6	-5	4	-18	94
- Cc1ccc(-c2nc3ccc(Cl)cn3c2Cc2ccsc2)cc1
  -2	·	-1.6	-5	-1	0.0	2	-2	·	98
- Cc1ccccc1NC(=O)CSc1nc2scc(C)c2c(=O)[nH]1
  -4	25	-0.5	-3	6	-0.1	4	7	10	95
- CC(=O)Nc1ccc(S(=O)(=O)Nc2ccc(C(=O)NCC(=O)O)cc2)cc1
  8	2	-0.6	-5	1	-0.1	-3	2	4	96
- O=C(Nc1nccs1)C1CCN(S(=O)(=O)c2ccc3c(c2)OCCCO3)CC1
  2	-12	1.4	-7	0	-0.1	0	-4	-5	95
- Cc1ccc(S(=O)(=O)NC(=O)C2CCCCC2)cc1
  3	-6	-0.3	-3	2	5.5	0	0	2	98
- Cc1ccc2nc(-c3ccc(NC(=O)CSc4ccccc4)cc3)[nH]c2c1
  17	·	-0.6	-13	-3	0.9	-1	16	-2	101
- O=C(/C=C/c1cccc([N+](=O)[O-])c1)Nc1cccc(NC(=O)c2cccs2)c1
  81*	-10	-0.1	4	-2	-0.4	-6	2	-1	98
- O=C1CCCN1CC(O)CS(=O)(=O)Cc1ccc(Cl)cc1Cl (configuration not stated)
  4	8	0.9	-5	3	0.0	1	-5	7	90
- CCN(CC)CC(=O)Nc1sc2c(c1C(=O)c1ccccc1OC)CCC2
  10	-3	-0.1	7	-9	-0.1	4	0	8	97
- O=C(COC(=O)c1cc(S(=O)(=O)NCc2ccccc2)ccc1O)c1cc2ccccc2o1
  -5	-6	-0.3	-5	0	-0.1	-1	-1	-4	97
- CC(NC(=O)Cc1ccc(Br)cc1)c1ccccc1 (configuration not stated)
  6	0	-0.5	-2	1	0.1	-2	0	-3	99
- CCOC(=O)C1CCCN(C(c2ccccn2)c2c(C)[nH]c3ccccc23)C1 (configuration not stated)
  -3	7	1.1	-5	1	-0.3	2	-2	-11	99
- COc1ccc(OC)c(NC(=O)COC(=O)COc2ccc(Nc3ccccc3)cc2)c1
  1	8	8.8	-11	2	0.2	-3	-7	-2	101
- COc1ccc(S(=O)(=O)NC2(C(F)(F)F)N=C3SCCN3C2=O)cc1 (configuration not stated)
  -7	14	0.5	·	2	0.4	5	-4	-19	90
- CCN(CC(=O)Nc1c(F)cccc1F)C(=O)Cn1c(=O)cnc2ccccc21
  2	-3	1.3	-6	6	0.0	1	-2	-1	85
- Nc1ccc2c(c1)Cc1cc(N)c(Br)cc1-2
  3	6	-1.3	-10	-3	-0.4	0	5	-19	93
- O=C1NC[C@@H](CCCCN2C[C@H](Cc3ccc(O)cc3)N(CCc3ccccc3)C(=O)C2=O)N(Cc2ccccc2)C1=O
  ·	·	0.0	-1	·	-0.2	2	10	·	90
- O=C(NCCc1ccccc1)c1ccco1
  -1	1	-0.6	·	1	-0.1	14	0	24	93
- CCSc1nnc(NC(=O)c2ccc3ccccc3n2)s1
  7	-3	-1.9	·	-2	0.3	-4	2	4	118
- O=C(Nc1cc2c3c(c1)CC(=O)N3CCC2)c1ccc(Br)o1
  14	3	-0.5	-6	-3	-0.4	2	-2	-7	98
- Cc1noc(NS(=O)(=O)c2ccc(NC(=O)C(CC(C)C)N3C(=O)c4ccccc4C3=O)cc2)c1C (configuration not stated)
  -4	-3	-0.6	4	1	-0.1	-3	17	1	99
- CC1(C)CC(CC(=O)Nc2ccc([N+](=O)[O-])cc2)C(=O)O1 (configuration not stated)
  -2	-5	4.2	·	0	-0.5	1	-3	3	103
- CCOC1=C2[C@@H](CN(S(=O)(=O)c3ccc(C)cc3)[C@H]2c2ccccc2Cl)[C@H]2C(=O)N(C(C)(C)C)C(=O)[C@H]2C1
  0	·	-2.6	-5	2	0.2	10	14	·	96
- CN(C)c1ncc(S(=O)(=O)c2ccccc2)c(-c2ccccc2Cl)n1
  -4	5	4.6	-6	-2	0.9	-7	-4	4	101
- COc1ccc2c(c1)c(CC(=O)NCc1cc([N+](=O)[O-])ccc1O)c(C)n2C(=O)c1ccc(Cl)cc1
  -4	-9	-0.2	·	0	-0.1	-3	2	-4	98
- COc1cc(C=O)ccc1OCCOCCOc1c(C)cc(Cl)cc1Cl
  -13	-8	-2.8	-1	-1	0.5	-1	4	-4	100
- CCc1nnc(NC(=O)c2ccc(OC)cc2OC)s1
  -4	13	-3.2	·	-21	-0.2	0	-1	-8	75
- O=C(C1CCN(c2nnc(N3CCCC3=O)s2)CC1)N1CCN(Cc2ccc3c(c2)OCO3)CC1
  -6	-16	1.2	·	7	0.2	1	2	7	102
- Cc1ccccc1N(C(=O)Cc1ccsc1)C(C(=O)NC1CCCCC1)c1ccc(F)cc1 (configuration not stated)
  2	-13	-2.3	-9	0	0.1	12	1	2	89
- COC(=O)c1ccccc1NC(=O)CSc1nc(NC(=O)c2ccccc2)c2c(C)c(C)oc2n1
  -7	-3	3.2	-1	-1	0.5	4	2	7	94
- Cn1c(NCCCO)nc2c1c(=O)n(Cc1ccccc1F)c(=O)n2C
  9	3	0.9	-9	5	0.2	0	-6	-12	100
- Nn1c(SCc2cn3ccsc3n2)nnc1-c1ccncc1
  3	1	-1.5	-4	6	-0.3	-1	-2	-8	94
- C=C1CC(C(=O)N/N=C/c2ccc(O)cc2)C1
  -3	-19	6.6	-21	1	0.1	4	2	-1	103
- Cc1ccc(/C=N/n2c(C3CCCCC3)n[nH]c2=S)o1
  10	-14	-0.7	-2	0	0.0	5	-3	1	100
- CCc1ccccc1NC(=O)CN1CCN(C(=O)C2CCN(C(=O)/C=C/c3ccccc3)CC2)CC1
  -4	0	0.6	-2	1	0.1	3	-2	0	86
